High-throughput results from PubChem.
E-sel inducer: induces E-selectin expression in human endothelial cells | P16581 | HUVEC E-selectin immunofluorescence imaging; normalized: neutral wells 0, TNF-alpha wells 100 | 0.37% of 260,000 active | activation, % at 7.58 µM;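 active means mean E-selectin-positive cell signal at least 10% of the positive control, reached in at least 60% of replicates, without over 20% cell loss; inconclusive means no rule given, readout overlaps actives, possibly toxicity-flagged; inactive means the rest, including those meeting only one limit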;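 further: in these data hits start at about 27%; measured in HUVEC primary endothelial cells; signal is the percent of cells scored E-selectin positive by PE staining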
Target sequence (P16581 whole entry, looked up): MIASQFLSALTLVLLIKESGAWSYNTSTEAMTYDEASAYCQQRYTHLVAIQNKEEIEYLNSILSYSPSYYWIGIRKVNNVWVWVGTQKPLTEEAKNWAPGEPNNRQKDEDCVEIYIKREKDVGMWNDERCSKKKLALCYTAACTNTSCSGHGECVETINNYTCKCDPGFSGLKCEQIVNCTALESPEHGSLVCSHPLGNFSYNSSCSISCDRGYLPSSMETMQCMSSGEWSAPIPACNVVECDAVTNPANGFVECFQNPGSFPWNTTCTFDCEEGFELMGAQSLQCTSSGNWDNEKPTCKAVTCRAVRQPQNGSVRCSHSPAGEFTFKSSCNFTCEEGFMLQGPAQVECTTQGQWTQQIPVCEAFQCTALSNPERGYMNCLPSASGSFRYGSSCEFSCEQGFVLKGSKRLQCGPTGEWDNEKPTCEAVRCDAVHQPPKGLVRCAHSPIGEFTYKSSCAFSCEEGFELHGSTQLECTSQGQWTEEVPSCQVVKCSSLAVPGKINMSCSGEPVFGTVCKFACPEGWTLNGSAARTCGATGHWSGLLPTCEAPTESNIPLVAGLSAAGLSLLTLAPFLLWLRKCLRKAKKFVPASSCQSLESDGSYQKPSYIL
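assay system = HUVEC, human umbilical vein endothelial cells | input = 3,000 HUVEC seeded per well | medium = EGM-2 growth medium on 0.1% gelatin-coated wells | dosing = one compound dose added by pin transfer | signal = immunofluorescence imaging | read-out basis = % PE-positive cells | control set = TNF-alpha, DMSO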
SIRT5 block: sirtuin-5 (human) deacylase inhibition. Q9NXA8. Purified SirT5, succinyl-peptide AMC, trypsin-coupled fluorescence. inhibition, % at 15 µM. 1.1% of 330,000 active. AID 652115; in the data active means inhibition above about 15%; inconclusive means no clear call, values can overlap the other calls
Target sequence (Q9NXA8 whole entry, looked up): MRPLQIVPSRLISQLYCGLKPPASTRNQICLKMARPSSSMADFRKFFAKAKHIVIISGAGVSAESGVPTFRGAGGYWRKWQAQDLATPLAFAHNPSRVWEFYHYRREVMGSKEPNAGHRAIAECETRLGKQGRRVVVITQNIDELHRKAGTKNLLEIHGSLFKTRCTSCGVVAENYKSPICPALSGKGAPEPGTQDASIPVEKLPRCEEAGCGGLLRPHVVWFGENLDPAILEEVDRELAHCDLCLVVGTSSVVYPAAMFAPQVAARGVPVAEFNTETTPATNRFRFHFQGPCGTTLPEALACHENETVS
PglD DTNB: PglD (C. jejuni) enzyme inhibition; purified PglD enzyme, DTNB colorimetric CoA detection; inhibition, % at 12.5 µM; 0.098% of 360,000 active; AID 602405; in the data active means inhibition above about 16%, passing the limit was not always enough; inconclusive means no clear call, values can overlap the other calls; further: strong numbers were not always called active
DENV2 CPE rescue: protects cells from dengue virus 2 cytopathic effect; 1.7% of 350,000 active; CPE inhibition, % at 9.99 µM; DENV2-infected cells, cytopathic effect rescue, plate reader; in the data active means CPE inhibition above about 20%, passing the limit was not always enough; inconclusive means no clear call, values can overlap the other calls; tested in BHK-21 cells;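 further: 0% = median of neutral control wells and 100% = median of positive control wells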
C2C12 statin: suppressors of simvastatin-induced myotoxicity in C2C12 myotubes; ATP luminescence, 48 h; scaled: DMSO 0, geranylgeraniol control 100; rescue of ATP level, % at 7.49 µM; 0.78% of 330,000 active; AID 602340;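 active means mean ATP rescue above about 67%, or every replicate alone reaching that limit, limit read from the data, passing the limit was not always enough; inconclusive means no clear call, values can overlap the other calls; inactive means mean under the limit and some replicate under it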;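 further: myotubes were challenged with 10 µM simvastatin during compound exposure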
S100A4 MyoIIA: blocks human S100A4 binding to myosin IIA peptide; P26447; S100A4/TAMRA-MyoIIA peptide fluorescence polarization; inhibition, % at 10.7 µM; 0.14% of 360,000 active; AID 652163;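 active means mean inhibition of at least 70% across replicates, with every replicate also reaching that level; inconclusive means mean inhibition reaches 70% but some replicates fall short; inactive means mean inhibition below 70%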
Target sequence (P26447 whole entry, looked up): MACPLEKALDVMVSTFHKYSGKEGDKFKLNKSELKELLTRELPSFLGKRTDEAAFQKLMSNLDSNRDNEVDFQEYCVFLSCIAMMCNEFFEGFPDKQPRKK
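System – human S100A4 monomer protein, biochemical binding assay · Buffer or medium – Calcium-containing HEPES buffer, pH 7.2 · Timing – 5 min between mix addition and reading · Also added – TAMRA-labelled myosin IIA heavy-chain peptide probe, 5 nM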
ERp5 inh: ERp5 (human) disulfide isomerase inhibition; ERp5 insulin aggregation, absorbance 650 nm, 90 min; inhibition, % at 9.99 µM; 0.05% of 350,000 active; AID 651711;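 active means mean replicate inhibition above about 25%, with every replicate also reaching it, limit read from the data, passing the limit was not always enough; inconclusive means only one of those two criteria met; inactive means neither criterion met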
* marks the source's active call; other numbers are inactive results; u = inconclusive; x = not tested or not shown. Only part of the results is shown. The share of hits here may be higher or lower than overall.

SMILES	E-sel inducer	SIRT5 block	PglD DTNB	DENV2 CPE rescue	C2C12 statin	S100A4 MyoIIA	ERp5 inh
COC(=O)[C@@H](NC(=O)/C=C/c1ccc(OC)cc1)C(C)C	4.7	-2	x	-3	x	-3	-15
O=C(C[C@H]1C[C@H]2c3cc(NC(=O)C4CCOCC4)ccc3O[C@H]2[C@@H](CO)O1)NC1CCCC1	0.0	-2	4	8	1	-30	8
Nc1nonc1-n1nnc(C(=O)N/N=C/c2ccc(Cl)cc2Cl)c1CN1CCCCC1	x	1	-128	7	-7	-2	2
COc1ccccc1CNC(=O)C[C@H]1CC[C@@H]2[C@H](COC[C@H](O)CN2C(=O)Nc2ccccc2)O1	0.0	3	-2	7	-4	11	-1
O=C(C[C@H]1CC[C@H]2[C@@H](COC[C@H](O)CN2C(=O)c2ccncc2)O1)NC1CCC1	-0.1	1	-1	8	-24	29	1
O=C(C[C@@H]1CC[C@H]2[C@@H](COC[C@H](O)CN2C(=O)c2cnccn2)O1)NCc1ccccc1	0.1	-3	-1	-6	-7	-1	19
CC(C(=O)NC(c1ccccc1)c1ccccc1)N1CCOCC1 (stereo not given)	x	0	4	-5	5	3	3
COc1cccc(N(CC(=O)Nc2cccc(N(C)S(C)(=O)=O)c2)S(C)(=O)=O)c1	x	-3	-1	x	-3	3	-2
COCCNC(=O)/C(C#N)=C\c1ccc(CNC(=O)C(=O)Nc2ccc(C)c(C)c2)o1	x	-3	x	-7	x	-3	4
Cc1cc(/C=C2\C(=N)N3N=C(C(C)C)SC3=NC2=O)c(C)n1-c1ccccc1	x	x	x	12	x	-5	2
CC(C1CCN(Cc2nc(C3CC3)no2)CC1)N1CCOCC1 (stereo not given)	1.4	-2	7	7	-1	0	8
CCCCC#Cc1ccccc1CC(=O)Nc1ccccc1	0.0	x	3	x	7	-2	-1
COC(=O)C[C@H]1CC[C@H]2[C@@H](COc3ccc(NS(=O)(=O)c4ccccc4F)cc3C(=O)N2C)O1	0.1	-2	x	-11	x	-25	-15
Cc1ccccc1CCN(C(=O)c1csnn1)C(C(=O)NC1CCCC1)c1ccncc1 (stereo not given)	0.0	-4	1	-1	0	-5	5
COc1cc2c(cc1NC(=O)COC(=O)/C=C/c1ccc([N+](=O)[O-])cc1)oc1ccccc12	0.3	-1	5	-2	3	25	-5
COc1ccc(Cl)cc1NC(=O)CN(C)C(=O)c1ccc2c(c1)OCCO2	1.3	-4	0	u	7	0	6
COCC(=O)N1[C@@H]2c3ccc(C4=CCCC4)c(=O)n3C[C@@H]2[C@@H](CO)[C@@H]1C(=O)N1CCCCC1	0.0	-9	-1	-4	0	0	-3
O=C(NC1CCCC1)C1c2ccccc2OCC(=O)N1CCCN1CCOCC1 (stereo not given)	x	-8	x	-2	x	7	-2
CCN(C[C@H]1N[C@@](C)(C(=O)OC)[C@H]2C(=O)N(C)C(=O)[C@@H]12)C(=O)Nc1ccc(C)cc1	0.2	-2	1	16	22	-3	7
CCc1cccc(C)c1NS(=O)(=O)c1cc(Br)cnc1N	x	2	6	6	4	4	6
Cc1cc(C)cc(NC(=O)C(OC(=O)c2cccs2)c2ccccc2)c1 (stereo not given)	x	1	0	-6	-1	-1	2
OCCN1CCN(c2nnc(-c3ccccc3)c3ccccc23)CC1	-0.1	-1	-1	9	-1	-4	-2
Cc1ccc(OCC(=O)NCCCNC(=O)c2ccccn2)cc1C	1.2	-4	-3	-6	5	-1	0
Cc1ccc(O)c(C(=O)c2cnn(-c3ccc(S(=O)(=O)N4CCOCC4)cc3[N+](=O)[O-])c2)c1	x	-1	x	u	x	-1	3
C[C@@H]1CN([C@H](C)CO)C(=O)c2cc(C#CC3CC3)cnc2O[C@@H]1CN(C)C(=O)CC1CC1	0.0	-1	-4	-5	-7	6	-4
COc1ccc(S(=O)(=O)N2c3ccccc3OCC2C(C)(C)C)cc1 (stereo not given)	3.3	0	x	11	x	3	8
O=C1Cc2ccccc2C(=O)N1c1ccc(F)cc1Cl	0.2	0	2	13	1	-3	-2
O=C(Nc1ccc(OCC(=O)N2CCOCC2)cc1)Nc1cccc(Cl)c1	0.1	-4	x	3	x	0	3
CN1C(=O)NC(NC(=O)c2ccncc2)(C(F)(F)F)C1=O (stereo not given)	1.3	x	1	x	-5	x	x
COc1ccc(Cl)cc1CC=NNC(=O)c1ccncc1	-1.0	x	x	-1	x	8	-2
NC(COCc1ccccc1)c1csc(Nc2cc(NCCCO)ncn2)n1 (stereo not given)	-0.2	x	-4	0	-9	10	-1
CCOc1ccc(S(=O)(=O)NCc2ccc(Cl)cc2)c2cccnc12	x	-12	x	-2	x	4	-3
CC(C)NC(=O)N(C)C[C@@H]1OCCCC[C@@H](C)Oc2ccc(NC(=O)Nc3ccc4c(c3)OCO4)cc2C(=O)N([C@@H](C)CO)C[C@H]1C	-0.2	-7	4	-6	x	-1	-12
CC1CC(C)(C)CC2(C1)NC(=O)N(CC(=O)N(Cc1ccccc1)c1ccccc1)C2=O (stereo not given)	-0.7	-1	-4	-1	16	-1	3
COc1ccc(CNC(=O)COC(=O)/C=C/c2cccc(Br)c2)cc1OC	x	-1	4	1	4	-1	3
O=C(CCC(=O)N1CCN(c2ccc(F)cc2)CC1)N1CCN(c2ccc(F)cc2)CC1	x	x	-1	4	-4	-2	2
O=C(CNC(=O)c1ccc(Cl)cc1)OCn1nnc2ccccc2c1=O	-0.1	0	x	-3	-8	-8	8
C[C@@H]1CCCCO[C@@H](CN(C)C(=O)Cc2ccccc2)[C@@H](C)CN([C@H](C)CO)C(=O)c2cc(NS(=O)(=O)c3ccc(Cl)cc3)ccc2O1	-0.1	3	-1	25*	x	-1	0
CCNC(=O)C[C@H]1CC[C@@H]2[C@H](COC[C@H](O)CN2C(=O)Nc2ccc(C(F)(F)F)cc2)O1	0.0	8	2	-1	-33	7	-1
CC(C)C[C@H]1COCn2nncc2CC[C@H](C)C(=O)N1	0.1	1	x	8	x	4	1
CCOc1ccccc1NC(=O)c1cc(SC)ccc1Cl	2.8	-5	9	x	-4	9	-4
CC(=O)Oc1cc(C)c(Cl)c2c(OC(C)=O)cc(C(C)=O)c(O)c12	-0.3	x	x	2	x	-1	3
O=C(Cc1cccnc1)N1CC(=O)N2[C@H](C1)[C@H](c1ccc(C3=CCCCC3)cc1)[C@@H]2CO	0.1	-2	x	-9	x	-1	8
N#C[C@H]1[C@H](c2ccc(-c3cccc(F)c3)cc2)[C@H](CO)N1C(=O)NC1CCCCC1	-0.8	9	x	u	x	-5	2
Cc1ccc(/C=C/C(=O)OCn2nnc3ccccc3c2=O)o1	1.0	-2	-2	-9	u	6	2
O=C1Cn2c(nc3ccccc32)-c2ccccc2N1	x	-3	-1	x	-34	-2	3
C[C@@H]1CN([C@H](C)CO)C(=O)Cc2cc(NC(=O)Nc3ccccc3)ccc2O[C@@H]1CN(C)Cc1ccncc1	0.5	-5	-3	12	-4	-20	-8
Cc1nc(S(=O)(=O)N2CCN(Cc3cccc(OCCO)c3)CC2)cn1C	x	-1	3	-10	x	2	-2
C[C@@H](NC(=O)C[C@H]1C=C[C@@H](NC(=O)CN2CCOCC2)[C@H](CO)O1)c1ccccc1	0.2	-3	2	1	1	9	4
O=C(CN1C(=O)NC(c2ccccc2)(c2ccccc2)C1=O)NCCc1ccc(F)cc1	0.0	-2	x	1	x	-9	-2
O=C(NCC1CCCN(Cc2ccc3nonc3c2)C1)c1ccc(F)cc1 (stereo not given)	-0.3	-2	0	6	-15	-4	-3
O=C(C1CCOCC1)N1C[C@@H]2[C@H](c3ccccc31)[C@@H](CO)N2C(=O)Nc1cccc(F)c1	-0.1	0	-9	-11	8	-14	-4
C[C@@H]1CN([C@@H](C)CO)C(=O)c2cc(N(C)C)ccc2O[C@@H](C)CCCCO[C@@H]1CN(C)Cc1ccccc1	0.0	3	-1	2	-23	-83	4
CC(C)Cc1ccc(-c2cc3nc(NCCCn4ccnc4)ccn3n2)cc1	1.6	2	-3	-1	8	4	-7
CO/N=C/c1cccn1-c1nccc(N(C)C)c1C#N	x	-1	x	-3	x	8	1
Cc1ccc(C(=O)NCCC2=CCCCC2)cc1S(=O)(=O)N1CCOCC1	-0.2	-5	x	-1	x	15	3
CC(NC(=O)COC(=O)Cc1ccsc1)c1ccccc1 (stereo not given)	2.1	0	x	-2	x	3	-1
COc1ccc(S(=O)(=O)N[C@H]2C=C[C@@H](CC(=O)NCCc3ccccc3)O[C@H]2CO)cc1	-0.7	-1	1	9	4	-1	0
CCCc1cc(-n2ccnc2C)n2c(nc3ccccc32)c1C#N	-0.2	-2	0	6	-4	6	-1
CCN(CC)CC#CC(OC)(c1ccccc1)c1ccccc1	x	-1	x	4	x	-1	-6

The final 3 compounds of the part above lead into the next.
SMILES	E-sel inducer	SIRT5 block	PglD DTNB	DENV2 CPE rescue	C2C12 statin	S100A4 MyoIIA	ERp5 inh
COc1ccc(S(=O)(=O)N[C@H]2C=C[C@@H](CC(=O)NCCc3ccccc3)O[C@H]2CO)cc1	-0.7	-1	1	9	4	-1	0
CCCc1cc(-n2ccnc2C)n2c(nc3ccccc32)c1C#N	-0.2	-2	0	6	-4	6	-1
CCN(CC)CC#CC(OC)(c1ccccc1)c1ccccc1	x	-1	x	4	x	-1	-6
CCCNC(=O)c1ccccc1NC(=O)CN(c1ccccc1)S(=O)(=O)N(C)C	x	1	x	3	13	5	4
CS(=O)(=O)N(CC(=O)NC1CCCC1)c1ccc(Oc2ccccc2)cc1	x	-6	x	-6	x	1	3
O=C(CCC1CCCN(Cc2ccc3c(c2)OCCO3)C1)NCc1ccc(F)c(F)c1 (stereo not given)	1.4	0	0	-5	-4	-7	4
CCOc1ccc(NC(=O)CN(C)S(=O)(=O)c2ccc(-c3ccc(=O)[nH]n3)s2)cc1	x	0	2	-7	-5	7	2
CCc1ccccc1NC(=O)c1ccc2nc(N3CCOCC3)sc2c1	1.6	x	x	-9	-3	0	3
CCN(CCn1cccn1)C(=O)CCc1nnc(C2(c3ccc(Cl)cc3)CCC2)o1	0.0	-3	x	-4	x	-3	6
O=C(COC(=O)c1ccccc1C(=O)c1ccc(Cl)cc1)NC(c1ccccc1)c1ccccc1	x	-3	x	0	x	-1	-5
CCCn1c(=O)c(C(=O)NCc2ccco2)c(O)c2ccccc21	0.3	-2	x	-9	x	-9	-4
O=C(Nc1ccc(F)cc1)c1ccccc1NS(=O)(=O)N1CCCC1	x	0	x	1	-10	-8	1
C[C@H]1CN([C@@H](C)CO)C(=O)c2cc(NC(=O)C3CC3)ccc2O[C@H]1CN(C)C	0.1	-4	-2	-4	-12	-9	0
C[C@H](CO)N1C[C@H](C)[C@@H](CN(C)Cc2ccc(-c3ccccc3)cc2)Oc2c(cccc2N(C)C)C1=O	x	x	14	-1	32	-38	0
COc1ccc(NC(=O)/C=C/C(=O)O)cc1Cl	x	-7	-1	-4	-5	-5	4
C[C@@H]1CN([C@@H](C)CO)C(=O)c2cc(NC(=O)Nc3ccc(F)cc3)ccc2O[C@H]1CN(C)Cc1ccc(C(F)(F)F)cc1	-7.2	2	10	9	-39	2	0
O=C(C=Cc1ccccc1)CC(c1ccccc1)N1CCOCC1 (stereo not given)	-2.2	0	-1	-5	48	0	6
Cc1ccc2nc3c(c(C(=O)O)c2c1)CCC3	x	-1	-3	-6	-3	-1	-1
Cc1cc([N+](=O)[O-])ccc1NC(=O)c1csc(C)c1C	x	-1	-2	15	x	-8	5
CCCC#Cc1cnc2c(c1)C(=O)N([C@@H](C)CO)C[C@H](C)[C@@H](CN(C)Cc1ccc(F)cc1)O2	0.6	-5	-2	-9	22	17	0
